Vif inh: inhibitors of HIV Vif | AID 602346 | inhibition, % at 7.49 µM | HEK293T cells, Vif self-association by quenched fluorescence, imaging, 24 h | 0.35% of 340,000 active; in the data active = inhibition above about 50%, passing the limit was not always enough; inconclusive = no clear call, values can overlap the other calls; inactive = below about 31%; note: some results filed as inactive read as strong as hits
Peg3 promoter: reduces Peg3 promoter-driven luciferase expression in HeLa; AID 588405; inhibition, % at 20 µM; 1.7% of 360,000 active; HeLa PEG-Prom luciferase reporter, luminescence, overnight;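 active = inhibition of at least 50% at 20 µM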
Exocytosis inh: blocks lytic granule exocytosis; TALL-104 LAMP-1 surface exposure, flow cytometry; cells stimulated with thapsigargin and PMA; inhibition, % at 10 µM; 0.66% of 360,000 active; AID 651702;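 active = inhibition above about 55%, limit read from the data; inconclusive = no clear call, values can overlap the other calls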
aDG glyco act: increases alpha dystroglycan glycosylation; Pro5-aDG cells, alpha-DG glycosylation AlphaScreen (IIH6); 0% Pro5, 100% B10-LARGE cell signal; activation, % at 10 µM; 0.22% of 360,000 active; AID 624168;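 active = activation of at least 8% versus controls, or a plate z-score of at least 8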;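 note: Pro5 are CHO cells carrying HIG-tagged alpha-DG that lacks glycosylation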
NR2E3 ag-1: activates human photoreceptor nuclear receptor NR2E3. GST-NR2E3/biotin-RetCOR TR-FRET, 1536-well. inhibition of corepressor binding, % at 4.78 µM. 0.12% of 320,000 active. AID 2300;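 active = percent inhibition above the cutoff of mean plus 3 SD of all tested compounds, set per screening campaign, cut at about 20% in these data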;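 note: 0% = DMSO wells and 100% = biotin wells as full block of FRET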
Target sequence (Q9Y5X4 whole entry, looked up): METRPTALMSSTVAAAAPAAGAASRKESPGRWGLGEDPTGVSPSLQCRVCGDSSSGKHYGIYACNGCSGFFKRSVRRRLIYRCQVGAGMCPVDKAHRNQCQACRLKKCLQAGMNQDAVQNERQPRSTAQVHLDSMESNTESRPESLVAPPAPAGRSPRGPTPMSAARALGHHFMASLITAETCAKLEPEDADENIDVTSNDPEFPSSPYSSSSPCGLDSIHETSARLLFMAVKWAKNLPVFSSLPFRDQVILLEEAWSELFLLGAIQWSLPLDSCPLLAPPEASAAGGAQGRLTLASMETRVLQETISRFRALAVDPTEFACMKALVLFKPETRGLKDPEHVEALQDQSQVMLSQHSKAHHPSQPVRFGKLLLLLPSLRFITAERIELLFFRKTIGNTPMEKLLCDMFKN
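Format: 1536-well format; test system: GST-NR2E3 and biotin-RetCOR proteins; read-out basis: percent inhibition of TR-FRET ratio; timing: 5 h incubation at 4 °C; detection: time-resolved FRET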
NR2E3 ag-2: activates human NR2E3 receptor; Q9Y5X4; CHO-S Gal4-NCOR/VP16-NR2E3 two-hybrid, luciferase; inhibition of corepressor binding, % at 3.98 µM; 0.35% of 360,000 active; AID 602229;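 active = inhibition above the mean of all tested compounds plus 3 SD, cut at about 70% in these data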;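 note: 0% = DMSO with NR2E3 transfected cells and 100% = cells lacking NR2E3 construct; higher means lower luciferase signal from less NR2E3 corepressor binding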
PDI turbidity: PDI (human) enzyme inhibition; P07237; inhibition, % at 10 µM; PDI insulin aggregation turbidity, A650, 90 min; AID 588391; 0.052% of 350,000 active;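 active = mean inhibition across replicates of 30% or more, whatever share of single replicates reach that level; inconclusive = mean inhibition below 30% while every single replicate reaches 30%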;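 note: absorbance from insulin aggregation driven by PDI reduction with DTT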
Target sequence (P07237 whole entry, looked up): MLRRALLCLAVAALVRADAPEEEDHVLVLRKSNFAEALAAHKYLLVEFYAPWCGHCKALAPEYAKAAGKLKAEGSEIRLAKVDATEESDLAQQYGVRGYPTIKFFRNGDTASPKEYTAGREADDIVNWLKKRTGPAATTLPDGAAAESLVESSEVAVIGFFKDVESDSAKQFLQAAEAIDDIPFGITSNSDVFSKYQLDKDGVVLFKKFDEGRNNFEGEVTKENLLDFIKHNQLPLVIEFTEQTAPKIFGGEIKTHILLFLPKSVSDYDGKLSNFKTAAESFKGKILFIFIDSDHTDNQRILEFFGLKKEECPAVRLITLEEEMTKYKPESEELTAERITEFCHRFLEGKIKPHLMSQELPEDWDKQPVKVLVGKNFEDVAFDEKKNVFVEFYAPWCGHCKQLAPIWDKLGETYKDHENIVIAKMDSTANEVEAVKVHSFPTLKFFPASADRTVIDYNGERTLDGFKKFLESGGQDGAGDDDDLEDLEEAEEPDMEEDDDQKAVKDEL
CaV13 ICDI inh: Disruptors of the CACNA1D IQ motif to Ca2+-dependent inactivation inhibitor domain association, primary screening, Förster resonance energy transfer in intact living … | AID 743397 | HEK cells, CFP/YFP FRET ICDI-IQ, plate reader, 10 min; percent FRET-ratio fall versus neutral wells | 0.098% of 340,000 active | inhibition, % at 12.3 µM;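 active = mean replicate inhibition of at least 30% and at least 1% of replicates passing that level; inconclusive = only one of the two criteria is met; inactive = neither criterion is met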;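 note: 0% = median of the neutral control wells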
HIF-2a block: blocks HIF-2a reporter activity; 0.72% of 360,000 active; 786-0 RCC cells HIF-2a reporter, luciferase luminescence, overnight; inhibition, % at 18.8 µM;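 active = inhibition of the luminescence signal of 40% or more relative to plate controls, in a single-dose primary screen at 18.75 µM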
MITF TRPM1 inh: MITF TRPM1 promoter inhibition in SK-MEL-5 cells; SK-MEL-5 TRPM1 promoter luciferase, 24 h; inhibition, % at 12.5 µM; 0.83% of 330,000 active; AID 488899;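 active = mean inhibition across replicates of 60% or more, whatever share of single replicates reaches that level; inconclusive = some that reach 60%, reason not given; inactive = mean inhibition across replicates below 60%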; note: values of inactives mirror those of a sister screen read the other way
hiPSC survival: increases survival of single human iPS cells | 0.044% of 360,000 active | hiPSC single-cell survival, ATPlite luminescence; 100% = ROCK inhibitor wells, 0% = DMSO | survival enhancement, % at 20 µM; in the data active = survival enhancement above about 18%;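 note: cells exposed to compounds for 16 hours before the ATP read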
The depositor's hits bear a star; ? = inconclusive; nt = not tested or not shown.

[1] CCCCOc1ccc(/C=C/C(=O)OCC(=O)N2CC(=O)Nc3ccccc32)cc1OCC
[2] O=C1CSC(=Nc2ccccc2)N1
[3] CCOc1ccccc1NC(=O)CSc1nnc(-c2cnccn2)n1C
[4] O=C(NCCCN1CCOCC1)c1cccc(S(=O)(=O)Nc2ccccc2Cl)c1
[5] CCCc1cc(NCc2ccccn2)n2nc(C)c(-c3ccccc3)c2n1
[6] COc1ccc(CCNC(=O)c2cc3c(=O)n4ccccc4nc3n(CC3CCCO3)c2=N)cc1OC (stereo not given)
[7] Cc1ccc(Nc2ncnc3sc(C)c(C)c23)cc1C
[8] Cc1ccccc1OCC(=O)NCC1CCCO1 (stereo not given)

| compound no. | 1 | 2 | 3 | 4 | 5 | 6 | 7 | 8 |
| --- | --- | --- | --- | --- | --- | --- | --- | --- |
| Vif inh | -3 | -12 | -9 | -5 | -1 | 11 | 5 | 14 |
| Peg3 promoter | 13 | -2 | 10 | 1 | 44 | -11 | -127 | -15 |
| Exocytosis inh | 5 | -3 | 0 | 0 | 10 | 6 | -3 | -4 |
| aDG glyco act | 0.4 | -0.1 | 0.1 | -0.2 | 1.6 | 0.4 | -0.1 | -0.2 |
| NR2E3 ag-1 | 2 | 0 | -5 | 5 | 0 | 2 | -2 | 0 |
| NR2E3 ag-2 | -19 | -10 | -4 | -37 | 1 | -1 | -60 | -16 |
| PDI turbidity | 2 | -7 | -1 | -7 | -2 | nt | 0 | -6 |
| CaV13 ICDI inh | -5 | nt | -5 | -6 | -4 | nt | nt | -3 |
| HIF-2a block | -10 | 8 | 5 | 11 | 30 | 5 | -138 | -13 |
| MITF TRPM1 inh | 11 | 3 | 10 | 2 | 14 | nt | -24 | -4 |
| hiPSC survival | 0.4 | 0.1 | 2.2 | -0.2 | -1.0 | 0.5 | 5.6 | -2.3 |

[9] CCN(Cc1ccccc1)C(=O)c1cc2c(OC)c(OC)c(OC)cc2[nH]1
[10] CCCCN(CCCC)CCNC(=O)c1cn(CC)c2ccc(S(=O)(=O)N(C)C3CCCCC3)cc2c1=O
[11] CSc1ccc(CN2CCSCC2)cc1
[12] CC(=O)c1ccc(NC(=S)NCC(c2ccco2)N2CCCC2)cc1 (stereo not given)
[13] Cc1ccc(NC(=O)c2sc(C)nc2C)c(C)c1
[14] Cc1c(O)nc(SC2CC(=O)N(c3ccccc3)C2=O)[nH]c1=O (stereo not given)
[15] CCOC(=O)CN1CC23C=CC(O2)C(C(=O)O)C3C1=O (stereo not given)
[16] CC(C)(C)c1ccc(OCCC(=O)OCC(=O)NC2CCS(=O)(=O)C2)cc1 (stereo not given)

| compound no. | 9 | 10 | 11 | 12 | 13 | 14 | 15 | 16 |
| --- | --- | --- | --- | --- | --- | --- | --- | --- |
| Vif inh | -6 | -7 | 0 | 6 | -4 | nt | -11 | 17 |
| Peg3 promoter | -6 | -6 | -3 | -1 | -23 | 7 | -3 | 0 |
| Exocytosis inh | -6 | 5 | -10 | -4 | 1 | 1 | 2 | -19 |
| aDG glyco act | 0.1 | 0.4 | 0.0 | -0.3 | -0.1 | 0.5 | 0.0 | -0.1 |
| NR2E3 ag-1 | -2 | -2 | nt | 0 | -2 | -3 | -1 | 0 |
| NR2E3 ag-2 | -3 | -14 | 22 | -27 | -25 | -10 | -34 | 3 |
| PDI turbidity | -2 | -6 | 7 | 13 | 16 | 7 | nt | 0 |
| CaV13 ICDI inh | -4 | -2 | -6 | 0 | -20 | -5 | -5 | -6 |
| HIF-2a block | -6 | 17 | 15 | 20 | -42 | 10 | 6 | 8 |
| MITF TRPM1 inh | -12 | 6 | 9 | -6 | 2 | 11 | -6 | 2 |
| hiPSC survival | 0.1 | -0.5 | 0.0 | -0.3 | -0.5 | -1.5 | -1.6 | 0.2 |

[17] CCOC(=O)C1=C(c2ccccc2)O/C(=C(\C(=O)OC)C(F)(F)F)S1
[18] CCCN1CCc2c(sc3nc(SCC)n(-c4ccc(OC)cc4)c(=O)c23)C1
[19] O=C(Cc1c(Cl)cccc1Cl)OCC(=O)c1ccc[nH]1
[20] Cc1cc(C)n2c(SCC(C)C)nnc2n1
[21] Cc1ccc(NC(=O)c2ccccc2OCC(=O)Nc2ccccc2F)cc1S(=O)(=O)N(C)C
[22] Cc1ccc(CNC(=O)CCCn2c(=O)[nH]c3ccccc3c2=O)cc1
[23] CCc1ccc(N(CC(=O)Nc2ccccc2C(=O)N2CCCC2)S(C)(=O)=O)cc1
[24] O=C(Nc1ncc(Cc2cccc(Cl)c2Cl)s1)C1CCCO1 (stereo not given)

| compound no. | 17 | 18 | 19 | 20 | 21 | 22 | 23 | 24 |
| --- | --- | --- | --- | --- | --- | --- | --- | --- |
| Vif inh | -3 | 7 | 10 | nt | -6 | -10 | -5 | 0 |
| Peg3 promoter | 19 | 2 | -80 | -32 | 20 | 2 | 18 | -248 |
| Exocytosis inh | 0 | -2 | -2 | -1 | 2 | 0 | -1 | 3 |
| aDG glyco act | -0.2 | 0.2 | 0.1 | 0.0 | -0.5 | 0.6 | -0.3 | -0.1 |
| NR2E3 ag-1 | -1 | nt | nt | 2 | -5 | 5 | -3 | 1 |
| NR2E3 ag-2 | -26 | -18 | 12 | -32 | -19 | -18 | 2 | -126 |
| PDI turbidity | -6 | 2 | 7 | -2 | -8 | -1 | -2 | -6 |
| CaV13 ICDI inh | -4 | nt | -17 | -7 | -5 | -4 | -6 | -5 |
| HIF-2a block | 6 | 5 | -108 | -37 | -136 | 6 | 12 | -298 |
| MITF TRPM1 inh | -16 | 1 | nt | -16 | nt | -4 | -3 | -128 |
| hiPSC survival | 1.3 | -0.3 | -1.7 | 1.0 | -0.4 | 2.2 | -0.6 | 0.8 |

[25] CCN(CC)S(=O)(=O)c1cc(C(=O)OC(C)C(=O)NCc2ccco2)ccc1C (stereo not given)
[26] O=C(COC(=O)c1ccc(F)cc1F)NCCNC(=O)COC(=O)c1ccc(F)cc1F
[27] Cc1cc(C(=O)Nc2ccon2)cs1
[28] O=C(OCC(=O)N1CCN(C(=O)c2ccco2)CC1)c1cc(-c2cccc(Br)c2)nc2ccccc12
[29] O=C(OCC(=O)c1c[nH]c2ccccc12)c1cc(S(=O)(=O)N2CCOCC2)ccc1F
[30] COC(=O)CC1=NC(=O)CS1
[31] N/C(=N\OC(=O)c1cccc([N+](=O)[O-])c1)c1cccnc1
[32] O=C(Nc1ccccc1Cl)c1cc(C2CCCN(S(=O)(=O)c3cccs3)C2)on1 (stereo not given)

| compound no. | 25 | 26 | 27 | 28 | 29 | 30 | 31 | 32 |
| --- | --- | --- | --- | --- | --- | --- | --- | --- |
| Vif inh | 15 | 1 | -18 | -9 | -1 | nt | ? | -2 |
| Peg3 promoter | 11 | 2 | -18 | 19 | 12 | 3 | -106 | -21 |
| Exocytosis inh | -5 | 15 | 0 | -2 | 2 | -1 | 0 | -4 |
| aDG glyco act | 0.5 | -0.2 | 0.9 | -0.4 | 0.3 | -0.1 | -0.1 | -0.2 |
| NR2E3 ag-1 | 2 | -2 | 0 | -1 | 2 | 2 | 1 | nt |
| NR2E3 ag-2 | -28 | 6 | -27 | -23 | -20 | 16 | -57 | -11 |
| PDI turbidity | 6 | 2 | 1 | -2 | -7 | -11 | -2 | -9 |
| CaV13 ICDI inh | -3 | -6 | -8 | -5 | -17 | -5 | -5 | -9 |
| HIF-2a block | 0 | 13 | -36 | -33 | 42* | 11 | -203 | -5 |
| MITF TRPM1 inh | 18 | 15 | -13 | -9 | 22 | -3 | -43 | nt |
| hiPSC survival | -0.4 | 0.0 | 2.0 | 2.1 | 1.3 | 3.8 | -0.9 | 3.4 |

[33] Cc1ccc(C)c(NC(=O)CN(C)C(=O)Cc2ccc(Cl)cc2Cl)c1
[34] CCOC(=O)C1=C(COC(=O)c2cccs2)NC(=O)NC1C (stereo not given)
[35] CCOc1cc(OCC)cc(C(=O)Nc2cccnc2)c1
[36] Cc1cc([N+](=O)[O-])ccc1N1C(=O)c2ccc(C(=O)Nc3ccccc3C(=O)O)cc2C1=O
[37] O=C(CSc1nc2ccc(NC(=O)CSc3nnnn3Cc3ccccc3)cc2s1)Nc1ccccc1
[38] CCCCNC(=O)CSc1nc(CCC)nc2ccccc12
[39] CCC(C)[C@H](NC(=O)C1CCC(CNC(=O)[C@@H]2CCCN2C(=O)OC(C)(C)C)CC1)C(=O)O (stereo not given in full)
[40] Cn1c(=O)[nH]c(=O)c2c1nc(N1CCCCCC1)n2CCCSc1nc2ccccc2o1

| compound no. | 33 | 34 | 35 | 36 | 37 | 38 | 39 | 40 |
| --- | --- | --- | --- | --- | --- | --- | --- | --- |
| Vif inh | 4 | 7 | -1 | -16 | 24 | nt | 4 | 5 |
| Peg3 promoter | 14 | -20 | 3 | 20 | 6 | 24 | -1 | 18 |
| Exocytosis inh | -3 | -1 | -4 | -1 | 3 | -2 | 8 | -2 |
| aDG glyco act | 0.0 | 0.0 | 0.0 | -0.1 | -0.3 | 0.2 | -0.1 | 0.4 |
| NR2E3 ag-1 | 4 | -1 | -1 | -1 | -3 | 5 | nt | 0 |
| NR2E3 ag-2 | -6 | -3 | -26 | -42 | -21 | 10 | -8 | -22 |
| PDI turbidity | -1 | 9 | 0 | -3 | 3 | -5 | -4 | -1 |
| CaV13 ICDI inh | -4 | -6 | nt | -3 | -6 | -7 | -5 | -4 |
| HIF-2a block | 10 | 4 | 4 | 15 | 7 | 27 | 13 | 15 |
| MITF TRPM1 inh | 4 | -7 | 5 | 5 | 16 | 1 | 0 | -6 |
| hiPSC survival | 1.5 | 0.4 | 1.0 | 3.5 | -1.0 | -1.1 | 0.0 | -0.2 |

[41] CC(=O)N1CCN(S(=O)(=O)c2ccc(S(=O)(=O)N3CCCC(C)C3)cc2)CC1 (stereo not given)
[42] Cc1cc(Br)ccc1-n1[nH]c(C)c(C=Nc2cccc3nsnc23)c1=O
[43] COC(=O)c1cc2ccccc2c([N+](=O)[O-])c1O
[44] COCc1c(C(=O)Nc2cccc(S(=O)(=O)N3CCCCC3)c2)oc2ccccc12
[45] CCC1(CC)C(=O)N(C)C(=O)NC1=Nc1ccccc1

| compound no. | 41 | 42 | 43 | 44 | 45 |
| --- | --- | --- | --- | --- | --- |
| Vif inh | 11 | 16 | 4 | -32 | 1 |
| Peg3 promoter | 3 | 1 | 0 | 22 | 6 |
| Exocytosis inh | -6 | 0 | 36 | 1 | -5 |
| aDG glyco act | 0.0 | 0.2 | -0.1 | 0.1 | -0.2 |
| NR2E3 ag-1 | 3 | 0 | nt | nt | 1 |
| NR2E3 ag-2 | -15 | -20 | -25 | 11 | 10 |
| PDI turbidity | 1 | -5 | -2 | 10 | 2 |
| CaV13 ICDI inh | -5 | -7 | -5 | nt | -5 |
| HIF-2a block | 5 | 19 | 12 | -12 | 12 |
| MITF TRPM1 inh | nt | 5 | -10 | 3 | 3 |
| hiPSC survival | 0.1 | -1.9 | 2.1 | -1.9 | -3.2 |
